From PubChem BioAssay
NF-kB neuron act – activators of NF-kB expression in neurons, primary screen, cell-based, HTS | human neuronal cells, NF-kB reporter expression; hits give high values | fold change at 12.5 µM | 1.6% of 190,000 active; in the data active means fold change above about 3.3
APP 5UTR inh – inhibitors of APP translation via 5'UTR reporter, primary screen, APP 5'UTR luciferase, SH-SY5Y cells. 0.82% of 190,000 active. inhibition, % at 2 µM. AID 1285, 2008. SH-SY5Y APP 5'UTR-luciferase reporter, luminescence;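 active means inhibition above a set limit, derived from the sample mean plus 3 SD, cut at about 45% in these data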; further: values of inactives mirror those of a sister screen read the other way
Diaphorase act – compounds boosting diaphorase resazurin reduction – biochemical, uHTS, resorufin fluorescence, counter-screen for diaphorase-coupled primary assays, primary screen; Diaphorase/resazurin coupled assay, 16 min; hits give high values; 1 = vehicle wells, 0 = NADH-free wells; activation factor at 20 µM; 0.005% of 190,000 active; AID 1229, 2008;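 active means diaphorase activity raised at least twofold by the compound at 20 µM; inactive means activation factor below 2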
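Material: Clostridium kluyveri diaphorase, purified enzyme; Quantity: enzyme 0.07 U/mL final; Medium: HEPES pH 7.4 buffer with MgCl2 and Tween 20; Dosing: single compound dose of 20 µM, 1% DMSO final; Schedule: 16 min reaction at room temperature; Measured by: red resorufin fluorescence at 544/590 nm excitation/emission.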
G6PDH CS – L. mesenteroides G6PDH inhibitors, counter-screen for G6PDH-coupled screening assays, biochemical, Leuconostoc mesenteroides enzyme. glucose-6-phosphate dehydrogenase [Leuconostoc mesenteroides]. Purified L. mesenteroides G6PDH, diaphorase/resazurin coupled fluorescence, 45 min. inhibition, % at 5 µM. 0.12% of 200,000 active. AID 1020, 2008; in the data active means inhibition above about 50%
FLuc inhib CS – firefly luciferase enzyme inhibitors, primary screen, artefact control for luciferase-based inhibitor screens, biochemical, luminescence, ATPLite. Luciferin 4-monooxygenase (Photinus pyralis), P08659. 10 min. inhibition, % at 10 µM. 1.5% of 200,000 active. AID 1006, 2008;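 active means inhibition above about 50% when tested at 10 µM, limit read from the data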
Diaphorase inh – diaphorase inhibitors and chemical oxidizers, primary screen, counter-screen for diaphorase-coupled primary assays, biochemical, uHTS, resorufin fluorescence; diaphorase resazurin-to-resorufin fluorescence, NADH, 16 min; bacterial (C. kluyveri) enzyme, not human; inhibition, % at 20 µM; 0.69% of 190,000 active; AID 1217, 2008;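 active means primary screen inhibition at 20 µM above a set limit, cut at about 50% in these data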;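 further: plate controls were DMSO with full reaction for no effect and wells lacking NADH for full effect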
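controls = No-NADH positive control and DMSO neutral control | system = Clostridium kluyveri diaphorase enzyme | timing = reaction incubation of 16 min at room temperature | signal = resorufin fluorescence 544/590 nm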
STAT1 activator – STAT1 signaling activators, primary screen, cell-based, HTS, luciferase reporter; NIH 3T3 STAT1-luciferase reporter, IFN-gamma, luminescence; 100% = IFN-gamma alone, no compound; activation (% of control), % at 5.5 µM; 2.6% of 200,000 active;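 active means activation above the screen-wide mean activation plus 3 SD, cut at about 130% in these data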;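 further: raw ratio to IFN-gamma control signal so 100% means no change and 0% no light; values of inactives mirror those of a sister screen read the other way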
FLuc stim CS – FLuc activators, initial screening, artefact control for FLuc-dependent activation tests, biochemical, ATPlite luminescence; Luciferin 4-monooxygenase (Photinus pyralis), P08659; ATPlite luciferase biochemical, 10 min; 0 = ATP-free wells, 1 = DMSO control; activation factor at 10 µM; 200,000 tested, under 10 active;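 active means luciferase activation factor, scaled between plate controls, of at least 2 with compound at 10 µM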
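Assay system – cell-free luciferase reagent · Medium – PBS-based ATP solution · Dosing – test compounds dosed from 2 mM stocks in 100% DMSO · Timing – 10 min, room temperature · Technique – light output (luminescence) · Measure – luminescence gain marking luciferase activators · Controls – No-ATP low control, compound-free enzyme-plus-ATP high control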
TLR4-MyD88 BLA – inhibitors of TLR4-MyD88 association in cells, primary screen, cell-based, HeLa CL3-4, BLA complementation, FRET ratio | AID 861, 2007 | inhibition, % at 8.4 µM | HeLa CL3-4 TLR4/MyD88 BLA complementation | Toll-like receptor 4 (Homo sapiens) + Myeloid differentiation primary response protein … | 0.18% of 200,000 active; in the data active means inhibition above about 25%;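 further: 0% = vehicle and 100% = reference inhibitor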
Target sequence (O00206 whole entry, looked up): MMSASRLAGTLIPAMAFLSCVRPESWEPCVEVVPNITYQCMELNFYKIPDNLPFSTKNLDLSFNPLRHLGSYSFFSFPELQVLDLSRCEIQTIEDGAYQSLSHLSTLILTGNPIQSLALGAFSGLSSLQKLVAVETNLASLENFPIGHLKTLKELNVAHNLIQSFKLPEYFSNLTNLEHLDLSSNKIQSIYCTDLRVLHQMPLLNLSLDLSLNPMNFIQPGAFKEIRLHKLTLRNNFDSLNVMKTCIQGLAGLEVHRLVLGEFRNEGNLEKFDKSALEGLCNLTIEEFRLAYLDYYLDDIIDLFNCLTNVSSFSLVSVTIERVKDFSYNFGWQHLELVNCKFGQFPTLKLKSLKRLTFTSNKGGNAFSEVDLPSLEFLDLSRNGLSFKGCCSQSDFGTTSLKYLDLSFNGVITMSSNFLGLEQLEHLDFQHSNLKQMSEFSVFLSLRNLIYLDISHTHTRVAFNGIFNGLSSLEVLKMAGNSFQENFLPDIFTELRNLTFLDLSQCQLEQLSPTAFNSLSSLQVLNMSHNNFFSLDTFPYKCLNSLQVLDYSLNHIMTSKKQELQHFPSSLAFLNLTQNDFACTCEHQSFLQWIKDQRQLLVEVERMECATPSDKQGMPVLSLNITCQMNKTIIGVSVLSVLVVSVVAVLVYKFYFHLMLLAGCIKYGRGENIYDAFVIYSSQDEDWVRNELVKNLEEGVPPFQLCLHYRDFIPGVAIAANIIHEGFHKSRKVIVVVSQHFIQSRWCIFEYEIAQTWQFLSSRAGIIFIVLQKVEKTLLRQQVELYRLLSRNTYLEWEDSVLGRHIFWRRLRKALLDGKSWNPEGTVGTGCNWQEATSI
Target sequence (Q99836 whole entry, looked up): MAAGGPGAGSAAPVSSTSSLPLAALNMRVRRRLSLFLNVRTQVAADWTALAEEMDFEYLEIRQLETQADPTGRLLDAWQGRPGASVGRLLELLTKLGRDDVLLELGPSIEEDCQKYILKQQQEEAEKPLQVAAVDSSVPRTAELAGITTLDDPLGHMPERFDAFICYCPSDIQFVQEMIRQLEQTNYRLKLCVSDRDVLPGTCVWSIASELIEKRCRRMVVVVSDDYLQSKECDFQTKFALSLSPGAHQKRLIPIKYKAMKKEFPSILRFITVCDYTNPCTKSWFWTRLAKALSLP
APP 5'UTR act – activators of APP 5'UTR luciferase reporter, primary screen, SH-SY5Y cells; SH-SY5Y APP 5'UTR luciferase reporter, luminescence; zero percent = DMSO vehicle wells; 1% of 190,000 active; activation, % at 2 µM;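 active means activation above a set limit, based on mean plus 3 SD of controls, cut at about 140% in these data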; further: values of inactives mirror those of a sister screen read the other way
* marks the source's active call; other numbers are inactive results; . = no result given.

smiles,NF-kB neuron act,APP 5UTR inh,Diaphorase act,G6PDH CS,FLuc inhib CS,Diaphorase inh,STAT1 activator,FLuc stim CS,TLR4-MyD88 BLA,APP 5'UTR act
COc1ccc(-c2cc(CNC(=O)CCl)on2)cc1,1.2,-8,0.9,4,-5,6,96,1.1,0,8
Cc1ccc(-c2c(C(=O)NCc3ccccc3)oc(=O)c3ccccc23)cc1,1.2,-8,0.9,0,-5,13,92,1.1,4,8
O=C(CC1SC(=Nc2ccccc2)N(CCc2ccccn2)C1=O)Nc1ccc(F)cc1 (stereo unspecified),0.58,-13,0.9,-14,-6,15,98,1.1,8,13
O=C(COC(=O)c1c(Cl)cccc1Cl)Nc1cc(Cl)ccc1Oc1ccccc1,0.86,-26,1,-11,-1,4,90,1,6,26
CC(OC(=O)c1ccncc1)C(=O)Nc1ccc([N+](=O)[O-])cc1Cl (stereo unspecified),1.1,-18,1.1,11,7,-13,98,0.9,5,18
CCN1CC(CN(C)Cc2nc(-c3ccc(Cl)cc3)no2)CC1=O (stereo unspecified),0.87,4,1,4,-5,4,96,1.1,2,-4
O=C(Cc1cccs1)Nc1cccnc1,1,13,1,4,-12,4,101,1.1,-12,-13
Cn1ncc2c(N3CCN(c4ccccc4F)CC3)ncnc21,0.66,-5,0.9,-7,-5,10,95,1.1,-12,5
CCc1nc(N2CCCCC2C)c2oc3ccccc3c2n1 (stereo unspecified),1,.,0.9,8,-6,10,100,1.1,-8,.
COc1ccc(CNS(=O)(=O)NCc2ccccc2)cc1OC,1,9,0.9,-8,-5,6,94,1.1,-11,-9
CCc1ccc(NC2=CC(=O)CC(c3ccco3)C2)cc1 (stereo unspecified),1.4,1,0.9,1,-3,9,99,1,4,-1
CC(C)c1ccc(/C=C2\NC(=S)N(Cc3cccnc3)C2=O)cc1,1.2,2,0.8,2,-3,18,88,1,5,-2

Continued; the last 2 above are carried over.
smiles,NF-kB neuron act,APP 5UTR inh,Diaphorase act,G6PDH CS,FLuc inhib CS,Diaphorase inh,STAT1 activator,FLuc stim CS,TLR4-MyD88 BLA,APP 5'UTR act
CCc1ccc(NC2=CC(=O)CC(c3ccco3)C2)cc1 (stereo unspecified),1.4,1,0.9,1,-3,9,99,1,4,-1
CC(C)c1ccc(/C=C2\NC(=S)N(Cc3cccnc3)C2=O)cc1,1.2,2,0.8,2,-3,18,88,1,5,-2
CCN1C(=O)c2cccc3c(S(=O)(=O)Nc4ccc(OC)cc4OC)ccc1c23,0.57,-6,0.6,3,-4,45,94,1,0,6
CCCC(=O)OC(C(=O)Nc1cc(C(F)(F)F)ccc1Cl)c1ccccc1 (stereo unspecified),1.3,4,0.8,1,-5,23,91,1,1,-4
CCn1c(C)cc(/C=C2/SC(=S)N(CC(=O)O)C2=O)c1C,1.1,4,0.9,-1,80*,10,76,0.2,0,-4
COCCN(C(=S)Nc1ccccc1OC)C1CCN(C(C)C)CC1,1.4,-4,0.9,0,-10,12,90,1.1,-13,4
Cc1ccc(NC(=O)c2sc3nc(CCl)[nH]c(=O)c3c2C)c(C)c1,0.9,-54,1,6,12,-2,128,0.9,13,54
O=c1oc2ccccc2cc1-c1csc(Nc2nc3ccc(F)cc3s2)n1,1.3,-4,0.9,-6,1,13,103,1,-18,4
CCOC(=O)Cc1cc(=O)n2[nH]c(-c3ccccc3)c(-c3ccccc3)c2n1,0.88,-30,1,-4,-2,4,103,1,-19,30
COc1ccc(NC(=O)CCNS(=O)(=O)c2ccc3c(c2)CCC(=O)N3)cc1,1.1,-4,1,2,-4,4,102,1,-3,4
CCCCCCCCCC(=O)Nn1cnc2ccccc2c1=O,1.1,0,0.8,4,-3,20,91,1,-4,0
CCN(CC)C(=O)CSc1nnc(-c2ccc(S(=O)(=O)N3CCCC3)cc2)o1,1.2,20,1.1,2,-6,-6,105,1.1,0,-20
Cc1ccc(-c2noc(C3CCCN(C(=O)c4ccc(F)cc4F)C3)n2)cc1 (stereo unspecified),0.91,1,0.9,-19,-3,15,111,1,-8,-1
CCOc1ccc(-n2c(SCC(=O)NCc3ccco3)nc3c([nH]c4ccccc43)c2=O)cc1,.,0,.,.,.,.,99,.,-13,0

Looked up above.
CCN1C(=O)c2cccc3c(S(=O)(=O)Nc4ccc(OC)cc4OC)ccc1c23 | APP 5UTR inh = -6
COCCN(C(=S)Nc1ccccc1OC)C1CCN(C(C)C)CC1 | FLuc inhib CS = -10
O=c1oc2ccccc2cc1-c1csc(Nc2nc3ccc(F)cc3s2)n1 | APP 5'UTR act = 4

Later entries
smiles,NF-kB neuron act,APP 5UTR inh,Diaphorase act,G6PDH CS,FLuc inhib CS,Diaphorase inh,STAT1 activator,FLuc stim CS,TLR4-MyD88 BLA,APP 5'UTR act
O=C(Nc1ccc(Cl)cc1Cl)N1CCN(c2ncccn2)CC1,1.1,-8,0.9,15,-2,10,98,1,-8,8
COC(=O)C1=C(C)NC(C)=C(C(=O)OC)C1c1ccc(OC(=O)c2oc3ccccc3c2C)c(OC)c1,1.1,-3,0.8,-5,-1,25,92,1,3,3
CCOC(=O)/C(C#N)=N\Nc1ccc(S(=O)(=O)Nc2nc(C)cc(C)n2)cc1,1.3,-3,1,9,-2,1,96,1,0,3
O=C(NCC1OCCCN1S(=O)(=O)c1cc(F)ccc1F)C(=O)NC1CCCCCC1 (stereo unspecified),1.1,-5,1,0,-6,1,138*,1.1,3,5
Nc1cccc(C(=O)OCC(=O)c2ccccc2)c1,1.2,-114,1,5,69*,5,181*,0.3,-1,114
O=C(CCN1C(=O)c2ccccc2C1=O)NCCN1CCOCC1,1.1,-10,0.9,2,-2,9,105,1,-5,10
CCOc1cc(CNc2ccc3c(c2)OCCO3)cc(Br)c1OCC,1.6,95*,0.9,9,-7,9,103,1.1,-7,-95
CCCCCCCC(=O)N/N=C(\C)c1ccc(N)cc1,1,-2,0.8,-2,-6,17,96,1.1,-23,2
CCOC(=O)N1CCN(S(=O)(=O)c2ccc(F)cc2)CC1,1.1,-16,0.8,0,-8,21,96,1.1,-6,16
O=C(COC(=O)/C=C/c1cccc([N+](=O)[O-])c1)NCC1CCCO1 (stereo unspecified),1.2,-6,0.9,4,-4,15,99,1,16,6
COc1cc2[nH]c(=S)n(C3CC3)c(=O)c2cc1OC,1.2,26,0.8,8,-9,23,118,1.1,-9,-26
CCOc1cc(C(=O)Nc2ccc(N3CCN(S(C)(=O)=O)CC3)cc2)cc(OCC)c1OCC,1.2,-4,1,-3,-8,3,105,1.1,-9,4

smiles,NF-kB neuron act,APP 5UTR inh,Diaphorase act,G6PDH CS,FLuc inhib CS,Diaphorase inh,STAT1 activator,FLuc stim CS,TLR4-MyD88 BLA,APP 5'UTR act
COc1ccc(S(=O)(=O)Nc2ccc(N3CCOCC3)cc2)cc1Br,1,14,0.9,1,1,7,97,1,-8,-14
CCCCOc1ccc(-n2nc(C)cc2C)nn1,1.5,-25,0.9,-5,21,7,115,0.8,13,25
Cc1cc(=O)[nH]c(SCc2csc(-c3ccccc3)n2)n1,1.2,-14,0.9,5,2,12,103,1,1,14
O=C(NC1CCSC1=O)c1cccc(Cl)c1 (stereo unspecified),1.2,3,0.8,4,0,17,98,1,2,-3
CC(C)CC(COCc1ccc(C(F)(F)F)cc1)N1CCN(C(=O)c2ccc(C(F)(F)F)cc2)CCC1=O (stereo unspecified),3.9*,-20,0.8,12,1,18,94,1,-21,20
O=C(CC1C(=O)NCCN1Cc1cccc(Oc2ccccc2)c1)NCCc1cnccn1 (stereo unspecified),1.1,-11,0.9,5,-4,8,100,1,-5,11
C/C(=N/Oc1nc(C)cc(C)n1)c1ccc(Br)cc1,1.1,4,1,6,-5,-2,105,1.1,-1,-4
COc1ccc2c(c1OC)C(=O)N(c1cccc(C(F)(F)F)c1)C2,7.4*,-14,0.9,4,47,13,149*,0.5,-9,14
Cc1cc2c3c(c1C)C1(C(=O)N3C(C)(C)CC2C)C(C#N)=C(N)Oc2cc(O)ccc21 (stereo unspecified),0.71,1,0.7,6,-10,26,109,1.1,7,-1
C#CCNC(=O)C1=C[C@H](C)[C@@H](CCCO)[C@H](OCC)O1,1,-13,0.9,4,-7,10,104,1.1,-5,13
CC(=O)C1C(c2ccc(OC(F)F)cc2)NC(=O)NC1(O)C(F)(F)F (stereo unspecified),0.92,8,1,6,-5,1,100,1,7,-8
Cc1sc2ncnc(-n3cnc4ccccc43)c2c1C,1.1,5,0.8,-5,-4,23,108,1,-7,-5
CCCCOc1ccc(-c2nnc(-c3cc[n+](C)cc3)o2)cc1,1.1,-4,1.3,11,-4,-27,105,1,2,4
C/C(=N\NC(=O)CC(C)C)c1ccc(N2CCCCC2)cc1,1.1,-59,0.8,6,-1,16,108,1,-7,59
CC(C)=CC1C=C(C)C(C)C2C(=O)NNC(=O)C12 (stereo unspecified),1.2,-12,0.9,8,-3,5,99,1,-9,12
